High-throughput results from PubChem BioAssay.
PrPC surface inh: inhibitors of human cell surface prion protein PrPC, primary screen, cell-based, TR-FRET; 370,000 tested, 0.43% active; inhibition, % at 13.8 µM; TR-FRET read-out; AID 720596, 2013; Major prion protein (Homo sapiens), P04156; in the data active = inhibition above about 24%; also: 0% = median of the test wells and 100% = reference compound wells
BoNT F protease: BoNT/F light chain protease inhibitors, primary screen, biochemical, flow cytometry, MLPCN library; Botulinum neurotoxin type F light chain protease (Clostridium botulinum); Multiplex microsphere protease cleavage assay; inhibition, % at 10 µM; 360,000 tested, 0.22% active; AID 588497, 2011; in the data active = inhibition above about 35%, passing the limit was not always enough; inconclusive = no clear call, values can overlap the other calls; also: plate controls were buffer without enzyme for full effect and enzyme alone for no effect
Mtb BioA inh: M. tuberculosis BioA enzyme inhibitors, primary screen, biochemical, plate reader, single point, HTS; 7,8-diaminopelargonic acid synthase BioA (Mycobacterium tuberculosis); purified M. tuberculosis BioA enzyme; inhibition, % at 9.99 µM; 360,000 tested, 0.096% active; AID 602481, 2012; in the data active = inhibition above about 40%; inconclusive = no clear call, values can overlap the other calls
BoNT A protease: BoNT/A light chain protease inhibitors, primary screen, biochemical, flow cytometry, MLPCN library; multiplex microsphere protease substrate cleavage; inhibition, % at 10 µM; 360,000 tested, 0.17% active; AID 588499, 2011; in the data active = inhibition above about 30%; inconclusive = no clear call, values can overlap the other calls; also: plate controls were buffer without enzyme for full effect and enzyme alone for no effect
GDH-TPI counter: GDH-TPI coupling enzyme inhibitors, primary screen, artefact control for M. tuberculosis FBA inhibitor project, biochemical, absorbance, full deck | GDH-TPI coupled enzyme counterscreen, NADH absorbance | 360,000 tested, 1.2% active | inhibition, % at 4.8 µM;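 also: 0% = DMSO wells and 100% = wells lacking the enzyme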
Mtb UGM inh: M. tuberculosis UGM enzyme inhibitors, primary screen, biochemical, fluorescence polarization, single point; inhibition, % at 10 µM; AID 504406, 2011; 320,000 tested, 0.06% active; purified UGM, fluorescence polarization probe displacement; in the data active = inhibition above about 10%, passing the limit was not always enough; inconclusive = no clear call, values can overlap the other calls
Target sequence (P9WIQ1 whole entry, looked up): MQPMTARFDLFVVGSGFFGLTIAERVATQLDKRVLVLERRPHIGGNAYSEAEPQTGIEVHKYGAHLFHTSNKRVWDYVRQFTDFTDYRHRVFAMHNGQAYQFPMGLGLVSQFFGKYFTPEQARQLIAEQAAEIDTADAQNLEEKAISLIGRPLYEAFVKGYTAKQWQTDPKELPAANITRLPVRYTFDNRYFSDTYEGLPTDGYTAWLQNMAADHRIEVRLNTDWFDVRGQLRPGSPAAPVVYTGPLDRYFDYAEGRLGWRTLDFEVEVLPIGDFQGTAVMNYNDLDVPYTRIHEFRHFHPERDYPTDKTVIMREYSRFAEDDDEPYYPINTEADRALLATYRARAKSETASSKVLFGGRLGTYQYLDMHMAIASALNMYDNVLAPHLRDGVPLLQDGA
CCHFV vOTU inh: CCHFV vOTU protease inhibitors, primary screen, biochemical, Pep-AMC substrate, fluorescence | Crimean-Congo hemorrhagic fever virus L polyprotein viral ovarian tumor (vOTU) protease … | inhibition, % at 11.5 µM | 370,000 tested, 0.55% active; also: 0% = vehicle wells with enzyme and 100% = no enzyme wells
FadD28 binding: inhibitors of FadD28 bisubstrate probe binding, primary screen, biochemical, fluorescence polarization, single point; Mycobacterium tuberculosis FadD28 fatty-acid-AMP ligase; inhibition, % at 12.5 µM; 360,000 tested, 0.22% active; in the data active = inhibition above about 8.5%, passing the limit was not always enough; inconclusive = no clear call, values can overlap the other calls
FBA Mtb inh: Mtb FBA enzyme inhibitors, primary screen, biochemical, fluorescence, strain H37Rv; purified M. tuberculosis FBA, fluorescence read-out; 360,000 tested, 2.3% active; inhibition, % at 1 µM; Fructose-bisphosphate aldolase (Mycobacterium tuberculosis (strain ATCC 25618 / H37Rv)), …; in the data active = inhibition above about 27%;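 also: 0% = vehicle and 100% = reference inhibitor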
Target sequence (P9WQA3 whole entry, looked up): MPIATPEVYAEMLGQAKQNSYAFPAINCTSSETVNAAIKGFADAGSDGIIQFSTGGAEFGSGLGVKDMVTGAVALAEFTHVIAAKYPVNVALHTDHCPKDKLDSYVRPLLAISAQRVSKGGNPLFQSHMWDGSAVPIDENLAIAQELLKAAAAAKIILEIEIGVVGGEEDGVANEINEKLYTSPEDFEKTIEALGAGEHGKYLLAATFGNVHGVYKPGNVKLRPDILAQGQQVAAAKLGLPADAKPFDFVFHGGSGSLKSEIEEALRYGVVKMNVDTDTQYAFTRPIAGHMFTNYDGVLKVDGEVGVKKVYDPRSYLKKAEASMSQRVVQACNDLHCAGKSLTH
The depositor's hits bear a star; ? = inconclusive; · = no result given. Rule as the data show it, unless noted: active = inhibition above about 30%; inactive = the rest.

SMILES	PrPC surface inh	BoNT F protease	Mtb BioA inh	BoNT A protease	GDH-TPI counter	Mtb UGM inh	CCHFV vOTU inh	FadD28 binding	FBA Mtb inh
CCOc1ccc(NC(=O)N(C2CCCCC2)C2CCN(C(C)=O)CC2)cc1	-1.2	1.7	2.6	0.1	6.6	?	0.1	0.7	2.8
O=C1CC(N2CCC(O)(c3ccc(Cl)cc3)CC2)C(=O)N1 (configuration not stated)	2.1	-6.7	1.1	0.3	2.6	-0.5	18.8	-0.4	1.8
COc1ccc(S(=O)(=O)n2nc(OC(=O)c3ccco3)cc2N)cc1	4.6	1.3	3.6	0.4	-5.2	-1.2	-4.2	-5.7	-2.3
O=C(N[C@@H](CO)C(=O)NCc1ccccc1)c1ccc(C(F)(F)F)cc1	-0.5	-1.7	10.5	-0.8	6.9	0.6	5.4	-4.2	0.7
Cc1cc(C)n(Cc2ccccc2Cl)n1	2.8	7.3	0.0	-0.2	-6.9	-2.2	-1.0	-2.6	-1.9
O=S(=O)(c1cccc(Cn2nnc(-c3ccccc3)n2)c1)N1CCOCC1	7.8	7.7	0.2	2.0	-2.5	-0.5	10.9	-2.8	-1.2
CCOC(=O)N1CCN(C(=O)c2ccccc2NC(=O)COc2ccccc2)CC1	7.9	-11.0	0.9	-0.7	-1.7	0.2	-2.8	0.2	0.2
CC1=CC(C)(C)n2c(O)c(N=NC(N)=S)c3c(C)c(C)cc1c32	1.9	-11.1	1.0	1.0	-3.3	·	-4.2	1.4	-3.7
CC1(NC(=O)CC(c2ccccc2)(c2ccccc2)c2ccccc2)CCN(Cc2ccc(-c3ccccc3)cc2)C1=O (configuration not stated)	-1.4	-6.2	0.4	-0.1	9.9	-0.7	2.0	-4.3	-0.6
COc1cccc(NC(=S)N(CCCN2CCCC(C)C2)Cc2cccs2)c1 (configuration not stated)	-6.6	2.7	·	-0.5	8.6	-2.2	-2.5	0.0	0.4
CC(C)c1ccc(NC(=O)CCNS(=O)(=O)c2cc(Br)cnc2N)cc1	2.3	0.4	-0.5	2.1	12.8	-0.1	0.7	0.4	2.5
CCc1ccc(-c2cnc3ccccc3n2)cc1NC(=O)CNC(=O)c1ccccc1	-4.0	-3.0	-2.9	-0.1	6.0	0.1	6.9	0.0	0.2
COC(=O)Cn1c(CN(C)Cc2ccccc2)nc2c1c(=O)n(C)c(=O)n2C	-6.6	-8.7	-1.5	-1.7	7.5	-2.4	-9.1	1.0	-2.9
O=C(CSc1nc2ccccc2n1S(=O)(=O)c1cccc([N+](=O)[O-])c1)NCCc1ccccc1	-2.4	-6.9	·	0.2	9.3	1.9	6.2	-2.0	1.9
CC1(Cc2cc(Cl)ccc2C(F)(F)F)C(=O)Nc2cc(-c3ccccc3Cl)ccc21 (configuration not stated)	-5.8	4.9	-0.3	0.1	0.0	·	1.4	-0.3	0.8

Single entries from above:
FBA Mtb inh, COc1cccc(NC(=S)N(CCCN2CCCC(C)C2)Cc2cccs2)c1 (configuration not stated) = 0.4
PrPC surface inh, O=C(CSc1nc2ccccc2n1S(=O)(=O)c1cccc([N+](=O)[O-])c1)NCCc1ccccc1 = -2.4

(next part)
SMILES	PrPC surface inh	BoNT F protease	Mtb BioA inh	BoNT A protease	GDH-TPI counter	Mtb UGM inh	CCHFV vOTU inh	FadD28 binding	FBA Mtb inh
Cc1cc(C(=O)CSc2nc3ccccc3[nH]2)c(C)n1C	3.6	-10.8	·	-0.7	11.9	0.7	-8.0	-1.3	-2.2
CCn1c(SCC(=O)NC(=O)NCc2ccco2)nnc1-c1cccs1	-2.6	-25.4	1.0	-0.5	-0.6	0.8	2.4	0.7	-1.9
Cc1ccc(Cc2c(-c3cccc(Cl)c3)nc3ccc(Br)cn23)cc1	5.6	-9.4	-4.0	5.6	·	·	13.9	-7.2	-0.3
O=C(O)c1ccccc1S(=O)(=O)Cc1ccccc1	-3.3	6.4	0.7	-0.2	10.2	-1.8	-4.5	-1.9	3.0
CSCCC(NS(=O)(=O)c1ccc(Cl)cc1)C(=O)OCC(=O)c1ccc(F)cc1 (configuration not stated)	2.9	8.7	·	0.7	-2.2	-0.4	18.5	0.0	2.4
CCOC(=O)C1CCN(S(=O)(=O)c2cn(C)c(C)n2)CC1	1.3	4.3	0.1	-3.9	-8.0	-2.8	-5.0	-1.7	-2.9
CC(=O)c1cc(CN2C(=O)c3ccccc3C2=O)cs1	1.0	3.8	4.4	0.0	8.3	-1.3	-2.5	-1.2	-3.1
CN(C(=O)COc1ccc(Oc2ccccc2)cc1)C1CCS(=O)(=O)C1 (configuration not stated)	11.6	-4.9	-2.0	0.5	1.7	-0.9	-17.7	0.6	0.7
COc1ccc(NC(=O)COC(=O)CN2C(=O)c3ccccc3C2=O)cc1	6.7	·	-0.4	·	11.7	·	3.6	-1.0	-0.8
Cc1ccc(F)c(S(=O)(=O)NC(=O)C2(C)CCN2C(=O)Cc2ccccc2Cl)c1 (configuration not stated)	-2.9	-1.5	-1.0	-0.2	6.2	·	-8.7	-1.5	0.9
COc1ccc(NC(=O)CN2CCN(Cc3ccc4c(c3)OCO4)CC2)cc1OC	-8.1	3.0	-1.6	0.8	0.9	3.0	3.3	-1.0	3.4
Cc1ccc(S(=O)(=O)Nc2cc(C(F)(F)F)ccc2N2CCOCC2)cc1	1.6	-2.1	-2.8	-0.2	3.4	0.9	5.0	0.4	1.1
O=C(N/N=C/c1cccc(O)c1)c1ccc(NC(=O)C2CCCCC2)cc1	1.1	-2.1	-1.5	-0.8	14.8	2.0	19.0	-3.0	2.9
O=C(Cc1ccccc1)N1CCN(Cc2cccc(Cl)c2)CC1	-12.9	?	-0.9	-3.1	-6.6	2.2	5.5	-3.3	-0.7
Cc1cc(NC(=O)CSc2nnc3c4c(C)c(C)sc4ncn23)no1	2.6	-8.9	-0.1	0.0	-10.6	0.5	1.9	-1.5	-2.5

Fetched by compound from above, two records:
SMILES	PrPC surface inh	BoNT F protease	Mtb BioA inh	BoNT A protease	GDH-TPI counter	Mtb UGM inh	CCHFV vOTU inh	FadD28 binding	FBA Mtb inh
CC1(Cc2cc(Cl)ccc2C(F)(F)F)C(=O)Nc2cc(-c3ccccc3Cl)ccc21 (configuration not stated)	-5.8	4.9	-0.3	0.1	0.0	·	1.4	-0.3	0.8
Cc1cc(C)n(Cc2ccccc2Cl)n1	2.8	7.3	0.0	-0.2	-6.9	-2.2	-1.0	-2.6	-1.9

Other results:
SMILES	PrPC surface inh	BoNT F protease	Mtb BioA inh	BoNT A protease	GDH-TPI counter	Mtb UGM inh	CCHFV vOTU inh	FadD28 binding	FBA Mtb inh
C[C@]12CCC(=O)C=C1C=C[C@@H]1[C@@H]2CC[C@@]2(C)[C@H]1CC[C@@]2(O)CCC(=O)O	-13.0	2.4	4.1	-1.2	9.8	0.2	-0.3	-1.2	0.1
Cc1cccc(C)c1NC(=O)CN(C)C(=O)c1cccc(S(=O)(=O)N2CCN(c3ccccc3)CC2)c1	1.2	-6.1	-0.1	-1.2	5.7	2.1	2.2	-0.3	1.2
CCCCCCc1nc(C(N)=O)c2[nH]c(=O)n(-c3ccccc3F)c2n1	·	3.7	-2.2	-1.5	13.4	-0.9	·	-0.8	9.4
COC(=O)C(CC(C)C)N1CCC(=O)c2ccccc2S1(=O)=O (configuration not stated)	0.7	0.0	-4.7	0.6	8.6	1.0	-6.6	0.3	3.6
Cc1cc(C(=O)Nc2nc3ccc(S(C)(=O)=O)cc3s2)c(C)o1	9.1	0.5	-3.0	2.1	9.3	0.2	-2.0	-1.7	-0.7
CCN(CC)CCN1C(=O)c2cccc3cc(N)cc(c23)C1=O	-11.6	-99.9	-10.2	-1.9	15.5	4.7	23.5	-0.7	1.5
O=C(Nc1cccc(Br)c1)c1c(O)c2c(n(Cc3ccccc3)c1=O)CCCC2	6.3	·	0.1	·	-0.8	1.2	-18.4	-2.3	-1.1
Cc1cc(NC(=O)CCn2c(=O)sc3ccccc32)no1	1.9	-2.4	1.3	-0.2	-4.5	-3.4	-4.0	-1.7	-1.9
CCN(Cc1ccccc1)C(c1ccncc1)c1nnnn1C(C)(C)C (configuration not stated)	-6.9	-17.0	0.3	-0.1	-4.9	0.1	9.9	-4.1	-2.3
Cc1ccccc1C(=O)N1CCC(C(=O)NCCc2ccc(S(N)(=O)=O)cc2)CC1	4.5	2.1	0.3	-0.4	4.5	-2.3	8.6	·	-0.4
COc1ccc(NC(=O)c2ccc(CN3CCN(c4ccccc4)CC3)cc2)cc1OC	·	0.2	0.9	0.4	-0.8	2.8	·	-3.8	-1.0
Cc1ccc(S(=O)(=O)Nc2ccccc2NS(=O)(=O)c2ccc(C)cc2)cc1	9.0	-0.2	·	0.3	·	·	19.1	2.4	1.3
COc1cc2c(cc1OC)CN(CC(=O)Nc1ccc(F)cc1)CC2	2.0	18.3	-1.3	4.1	2.5	1.1	-8.2	-1.4	4.4
COc1ccccc1C(=O)N1[C@@H](C(C)C)COc2cc(Br)ccc2S1(=O)=O	10.7	5.1	0.8	0.0	-3.3	·	4.7	-3.4	-4.2
O=C(Cc1ccccc1)N/N=C/c1ccc(OC(=O)/C=C\c2ccco2)cc1	1.0	15.3	0.0	0.5	22.6	-1.2	13.4	-0.2	5.4
Cc1ccc(NC(=O)CN2CCCCCC2)cc1Br	-2.4	3.6	-1.1	-0.9	1.4	3.1	5.4	-0.4	1.7
Cc1c(Cl)cccc1NC(=S)N1CCCCCC1	-2.1	8.3	-1.1	-2.1	3.8	-2.8	-3.1	-1.6	0.7
O=C(CNC(=O)c1cccs1)NCCN1CCN(Cc2ccccc2)CC1	-8.9	-4.0	1.6	-0.6	6.1	2.1	-11.2	-0.4	1.9
O=C(O)CCCCCn1c(SCc2cc(=O)n3ccccc3n2)nc2ccsc2c1=O	-7.0	5.0	·	0.6	19.4	-0.2	2.2	-2.7	7.9
CCOC(=O)c1sc2nc(C)nc(SC(C)C(=O)N(C)c3ccccc3)c2c1C (configuration not stated)	1.0	0.0	5.6	0.7	10.5	0.6	14.3	-3.6	0.2
Cc1cc2c(NC(=O)Nc3ccccc3)cccc2nn1	-14.4	10.0	1.4	2.6	-3.1	1.3	-7.0	-6.2	-1.3
CC(C)(C)OC(=O)CNC(=O)c1[nH]cnc1C(=O)NCCCCCN	0.2	-11.9	4.6	-0.7	-2.2	2.8	-3.0	-2.6	0.9
CC(C)(C)OC(=O)N1CCc2onc(-c3ccc(N)cc3)c2C1=O	3.4	-5.4	·	0.0	2.4	·	24.5	-0.7	-1.6
CCOC(=O)c1cnc(-c2ccccc2)nc1Oc1ccc(C)cc1	-3.2	17.6	6.0	0.7	4.0	0.2	7.3	-3.8	2.1
CCc1ccc(N2C(=O)C(Cl)=C(N3CCOCC3)C2=O)cc1	-8.8	4.4	·	1.9	-4.5	5.6	-2.7	-2.8	-5.2
CN(C)C=NC(=O)c1cccn1-c1ncc(C(F)(F)F)cc1Cl	1.8	-1.9	·	-0.5	-1.3	-0.2	-7.8	0.0	1.6
COc1ccccc1CNC(=O)COc1ccc([N+](=O)[O-])cc1	-5.7	-2.0	·	0.4	1.0	-1.9	8.3	-1.3	3.4
O=S(=O)(Nc1ccc(Cl)cn1)c1cccc(S(=O)(=O)c2ccccc2)c1	17.8	-8.5	·	-0.7	1.3	2.0	7.9	-1.5	-6.2
O=C(c1cc(-c2ccc(Cl)cc2Cl)on1)N1CCN(C(=O)c2ccco2)CC1	-2.2	-2.3	0.4	1.1	6.1	-0.9	1.0	-2.2	0.5
COc1ccc(CCn2c(NN=C(C)C)nc3c2c(=O)[nH]c(=O)n3C)cc1	4.9	7.6	0.1	-2.0	10.0	3.1	-2.6	-1.4	7.2
